# High-throughput results deposited in PubChem BioAssay by several laboratories.
# SIAH1 antagonists = Siah-1 peptide-binding antagonists, primary screen, biochemical, fluorescence polarization, rhodamine-plectin, uHTS (AID 1817); Siah-1 / rhodamine-plectin peptide fluorescence polarization; higher % means a stronger effect; displacement, % at 20 µM, or IC50 in µM where a hit was titrated; hit rate 0.02% among 290,000;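 active = displacement of at least 50% at 20 µM, with a fluorescence ratio check between 0.3 and a set limit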;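 note: plate controls were Siah plus tracer with DMSO for no effect and tracer alone without Siah for full effect; strong numbers were not always called active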
# XIAP antagonists = small molecules displacing peptide from XIAP – biochemical, IAP family, fluorescence polarization (AID 1018); XIAP BIR domain, fluorescence polarization peptide displacement; higher % means a stronger effect; displacement, % at 20 µM, or IC50 in µM where a hit was titrated; hit rate 0.007% among 200,000; in the data active = displacement above about 50%; note: a part of the inactive calls stands beside numbers as strong as those of hits
# Rac1 GTP hydrolysis = MgcRacGAP GTPase-activating activity inhibitors, confirmation, biochemical, ADP Hunter fluorescence; one-dose inhibition, % at 30 µM; IC50 in µM for titrated hits; MgcRacGAP-stimulated Rac1 GTP hydrolysis, ADP Hunter fluorescence; higher % means a stronger effect; GST-tagged Rac1 F28L mutant substrate; AID 624330; hit rate 0.6% among 340,000;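 active = first-screen hits whose inhibition reached a set limit at any dose in the follow-up dose series; inconclusive = inhibition above the set first-screen limit but never retested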;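 note: fluorescence reports GDP produced by GAP-driven GTP hydrolysis; strong numbers were not always called active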
# RSV CPE inhibition = inhibition of RSV-induced cytopathic effect – HEp-2 cells, primary 10 µM value included (AID 2391); HEp-2 cells, RSV-induced CPE inhibition; higher % means a stronger effect; one-dose CPE inhibition, % at 10 µM; IC50 in µM for titrated hits; hit rate 0.13% among 310,000; in the data active = a potency from the dose series; inconclusive = CPE inhibition mostly from about 23% at the one dose, without a potency; inactive = the rest, 99 in 100 with CPE inhibition below about 21%; note: strong numbers were not always called active
# SV40 large T antigen = SV40 large T antigen inhibitors, biochemical (AID 1903); hit rate 0.39% among 310,000; SV40 large T antigen ATPase/helicase inhibition assay; higher % means a stronger effect; inhibition, % at 20 µM, or IC50 in µM where a hit was titrated; in the data active = a potency from the dose series; inconclusive = inhibition mostly from about 32% at the one dose, without a potency; inactive = the rest, 99 in 100 with inhibition below about 32%; note: strong numbers were not always called active
# NS5 inhibitors = Dengue-2 NS5 methyltransferase inhibitors, primary screen, biochemical, confirmation dose response (AID 588689); Dengue-2 NS5 methyltransferase capping enzyme assay, biochemical; higher % means a stronger effect; inhibition, % at 25 µM; hits with a dose series show IC50 in µM; hit rate 0.3% among 340,000; in the data active = a potency from the dose series; inconclusive = inhibition above about 29% without an active follow-up result
# LYP inhibition = PTPN22 lymphoid phosphatase activity blockers – biochemical, fluorescence intensity, uHTS (AID 1779) | recombinant LYP phosphatase, fluorescence intensity; higher % means a stronger effect | inhibition, % at 11.5 µM; hits with a dose series show IC50 in µM | hit rate 0.054% among 290,000; in the data active = inhibition above about 50%;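 note: plate controls were vehicle with enzyme for no effect and no enzyme for full effect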
# HIV fusion peptide = cell-free HIV fusion peptide-binding blockers – biochemical, uHTS, fluorescence dequenching, primary screen (AID 1986); cell-free peptide binding, fluorescence dequenching, 30 min; higher % means a stronger effect; inhibition, % at 20 µM; hits with a dose series show IC50 in µM; hit rate 0.3% among 290,000; in the data active = inhibition mostly above about 52%, no sharp cut-off; inactive = mostly below about 76%; note: some results filed as inactive read as strong as hits
# AID2073 = disruptors of CaV2.2 binding to Mint1 – biochemical, HTRF (AID 2073); one-dose inhibition, % at 20 µM; IC50 in µM for titrated hits; hit rate 0.19% among 290,000; HTRF protein-protein interaction, Mint1-CaV2.2; higher % means a stronger effect; in the data active = inhibition mostly above about 51%, no sharp cut-off; inconclusive = no clear call, values can overlap the other calls; inactive = mostly below about 53%; note: some results filed as inactive read as strong as hits
# Active calls of the source: *; i = inactive; ? = inconclusive; . = not tested or not shown.
SMILES,SIAH1 antagonists,XIAP antagonists,Rac1 GTP hydrolysis,RSV CPE inhibition,SV40 large T antigen,NS5 inhibitors,LYP inhibition,HIV fusion peptide,AID2073
CCOC(=O)c1ccc(Nc2nnc(C(C)(C)C)c(=O)[nH]2)cc1,0.0%,-5.6%,-6.2%,8.3%,2.2%,-2.5%,-3.3%,0.1%,0.0%
O=C(O)/C=C\C(=O)Nc1ccccc1F,-2.0%,-1.6%,-2.9%,0.5%,-3.9%,-7.7%,-7.9%,-1.0%,2.0%
Cc1ccc(C(=O)COC(=O)c2ccc3c(c2)C(=O)N(c2cccc4ncccc24)C3=O)cc1,3.2%,-1.3%,2.9%,1.4%,3.0%,-7.1%,-0.3%,-3.0%,41.7%
CSc1ccccc1NC(=O)c1cccc(S(=O)(=O)N2CCN(C)CC2)c1,-0.7%,.,2.5%,-0.8%,6.4%,-1.3%,-9.7%,0.4%,5.4%
Cc1sc2nc(C3CC3)nc(SCC(=O)N3CC(=O)Nc4ccccc43)c2c1C,2.4%,-5.0%,0.8%,2.4%,-0.2%,2.8%,4.5%,0.8%,-2.8%
O=C(O)CCS(=O)(=O)c1ccccc1Cl,1.4%,-5.2%,0.0%,-0.6%,3.2%,4.7%,-2.1%,0.7%,2.7%
CC(C)(C)NC(=O)CN(C(=O)CNC(=O)c1cccs1)c1ccccc1F,3.1%,.,3.9%,1.7%,5.8%,-5.8%,-7.4%,-1.4%,7.0%
CCn1c(/C=C/N(C)c2ccccc2)[n+](CC)c2ccc(Cl)cc21,-3.6%,-2.5%,10.5%,2.1%,2.2%,-6.3%,-3.1%,-2.4%,-7.7%
Cc1nnc(-c2ccccc2)c[n+]1[O-],-2.0%,-0.9%,10.5%,3.0%,2.4%,-0.8%,-8.7%,-1.7%,2.6%
Cc1ccc(CN2CCS(=O)(=O)CC2)o1,-1.8%,-9.7%,-0.7%,2.0%,7.7%,-6.9%,-5.7%,-3.2%,2.4%
Cc1ccc(S(=O)(=O)N2CCC(C(=O)NCCCN3CCCCCC3)CC2)cc1,-2.7%,-5.0%,8.3%,-1.4%,10.7%,-5.6%,-5.0%,2.0%,9.2%
COc1ccc(N(CC(=O)N2CCCCCC2)S(=O)(=O)c2ccc(OC)c(OC)c2)cc1,6.9%,.,5.0%,3.3%,6.1%,-6.5%,-7.9%,1.2%,3.8%
Cc1nc(NC(=O)CCl)sc1C(=O)N(C)C,4.7%,-0.7%,5.5%,-0.4%,22.7%,-14.3%,-11.8%,-1.1%,12.2%
Cc1ccc(-c2cc(C(=O)N/N=C/c3c(C)nn(-c4ccccc4)c3C)[nH]n2)cc1,4.9%,-5.9%,-0.8%,.,0.0%,1.4%,0.4%,0.6%,8.3%
Cc1ccc(Oc2nc(-c3cccnc3)nc3ccccc23)c([N+](=O)[O-])n1,5.8%,-4.1%,4.4%,3.7%,-3.7%,0.7%,-3.9%,-1.5%,18.3%
COc1ccc(C(C(=O)NC(C)(C)C)N(C(=O)CCC(=O)Nc2cc(C)on2)c2ccc(C)c(C)c2)cc1 (stereo not drawn),1.5%,.,4.7%,3.3%,4.8%,-5.0%,-8.4%,-0.7%,5.6%
COc1ccc(C(=O)NC(=S)N2CCCc3ccccc32)cc1OC,-3.9%,-1.7%,2.2%,1.3%,-10.1%,-4.4%,5.8%,-1.3%,28.1%
CCOc1ccc(C2c3[nH]c4ccccc4c3CCN2Cc2cn(CC)nc2C)cc1 (stereo not drawn),1.6%,9.0%,3.7%,0.6%,1.4%,-11.8%,-5.0%,-1.6%,3.5%
COc1ccccc1NS(=O)(=O)c1cc(C(=O)N2CCN(C/C=C/c3ccccc3)CC2)ccc1C,0.5%,.,5.4%,15.5%,9.5%,-5.2%,-12.6%,-0.7%,-5.8%
CCOC(=O)C1CCN(Cc2ccc(N(C)C)cc2)CC1,6.6%,0.8%,?,5.2%,1.6%,-1.9%,0.7%,1.2%,-3.6%
Cc1nc(=O)c(-c2ccccc2)c(C)n1Cc1ccccc1,1.9%,-1.8%,-1.4%,5.5%,1.9%,0.0%,-12.0%,-0.4%,-2.4%
O=C(CCS(=O)(=O)c1ccc(Br)cc1)Nc1ccc2c(c1)OCO2,17.3%,-3.8%,6.7%,0.0%,7.4%,2.4%,0.3%,-1.5%,12.2%
O=C(c1ccco1)N1CCc2[nH]nc(-c3ccccc3)c2C1,9.6%,.,3.0%,2.3%,7.4%,-2.8%,-5.7%,0.9%,-3.3%
CC(C)(C)c1nnc(NC(=O)NS(=O)(=O)c2ccccc2)s1,2.1%,-1.1%,1.6%,3.6%,-0.4%,-7.3%,-2.4%,-3.9%,1.3%
COc1ccc(C2COC(=O)C2=N)c(NC(=O)c2ccccc2)c1 (stereo not drawn),5.1%,-3.9%,4.8%,1.2%,22.1%,-1.3%,-5.8%,4.0%,13.7%
Cc1noc(C)c1COC(=O)CN(C)S(=O)(=O)c1ccc(Cl)cc1,-0.5%,-0.9%,3.7%,0.0%,-2.5%,-4.0%,3.3%,0.5%,3.1%
COc1cccc(COC(=O)C2CCN(C(=O)c3ccc(F)cc3)CC2)c1OC,.,.,4.7%,2.3%,16.2%,5.1%,.,.,.
C=CCN(C(=O)Nc1ccc(F)cc1)C1CC(=O)N(c2ccc(OC)cc2)C1=O (stereo not drawn),-1.9%,-1.0%,2.1%,1.1%,23.7%,-6.4%,-6.7%,0.3%,0.2%
COc1ccc(Cc2nc3ccccc3n2CC(=O)N/N=C/c2ccc(O)cc2)cc1OC,-1.9%,-3.4%,25.8%,10.9%,>100µM*,-8.1%,-3.5%,1.5%,2.8%
CCCCCCS(=O)[C@H]1CS(=O)(=O)C[C@@H]1S(=O)CCCCCC (stereo partly drawn),0.7%,-2.4%,4.5%,1.7%,-6.7%,.,-6.7%,-2.2%,8.3%
O=C(O)CCNS(=O)(=O)c1ccccc1C(F)(F)F,-0.4%,-6.6%,4.3%,1.8%,22.6%,2.2%,-8.4%,-1.0%,21.2%
Cc1cccc(-c2nc(CN3CCCC(C(=O)NC4CCCC4)C3)c(C)o2)c1 (stereo not drawn),1.2%,3.7%,-2.6%,-1.0%,-3.3%,-5.5%,-0.9%,-1.2%,3.4%
O=S(=O)(NC1c2cccc3cccc(c23)C1N1CCNCC1)c1ccccc1 (stereo not drawn),7.1%,-2.4%,8.8%,1.1%,6.6%,0.8%,-1.2%,0.3%,-2.6%
COC(=O)C(Cc1c[nH]c2ccccc12)NC(=O)C(=O)c1c[nH]c2ccccc12 (stereo not drawn),1.1%,.,-9.3%,0.7%,12.2%,-4.6%,-6.7%,1.4%,10.7%
CCC1c2ccc(C)n2CCN1C(=O)Nc1cc(Cl)ccc1OC (stereo not drawn),0.2%,-2.7%,1.0%,2.1%,15.5%,?,-6.0%,11.0%,-1.9%
COc1ccc(OC)c(C2c3[nH]c4ccccc4c3C[C@H]3C(=O)N(CCCOC(C)C)CC(=O)N23)c1 (stereo partly drawn),0.4%,.,10.8%,1.4%,11.1%,-3.3%,-1.6%,1.0%,-5.1%
Nc1c(C(=O)Nc2ccc(F)cc2)sc(=S)n1-c1ccccc1F,2.4%,-7.2%,4.6%,5.5%,-3.5%,-3.0%,-4.1%,-2.2%,7.3%
Cn1ncc(-c2ccno2)c1C(=O)O,-2.9%,-2.4%,-7.3%,9.8%,13.6%,.,-9.6%,0.0%,12.8%
CCCSc1nc(=O)n2cccc(C)c2n1,0.3%,-1.7%,11.6%,7.3%,2.5%,-2.4%,-4.8%,1.6%,5.2%
Cc1oncc1C(=O)Nc1cccc(C#N)c1,3.5%,.,0.0%,-0.1%,8.6%,0.0%,-8.1%,-1.8%,4.7%
COc1ccc(-c2noc(CCC(=O)Nc3cc(Cl)c(OC)cc3OC)n2)cc1,-2.5%,-1.0%,6.4%,12.1%,3.2%,-2.1%,-6.9%,0.6%,-3.0%
Cc1ccc(S(=O)(=O)N2CC=C(C(=O)NCc3ccc(F)cc3)CC2)cc1,2.9%,-2.0%,7.2%,-0.7%,10.7%,-5.2%,-1.5%,-0.4%,-22.4%
CC1=CC(C)(C)N2C(=O)C(=Nc3ccc(O)cc3)c3cccc1c32,i,.,?,0.4%,?,63.5%,-5.2%,5.2%,?
COc1ccc(CCNC(=O)COc2ccc(C)nc2[N+](=O)[O-])cc1,-0.8%,-5.7%,3.0%,1.2%,2.8%,7.2%,-6.5%,0.2%,10.4%
COc1ccc(CCN(C)C(=O)c2ccc(OCC(=O)N3CCOCC3)c(OC)c2)cc1OC,-0.6%,.,7.9%,2.1%,19.5%,3.9%,-2.0%,-0.9%,7.1%
COc1ccc(OC)c(S(=O)(=O)N2CCC(C(=O)N3CCc4ccccc4C3)CC2)c1,3.0%,-6.4%,9.6%,-0.2%,-3.3%,-2.7%,-4.2%,-3.1%,5.7%
O=C(CSCc1cccc(Br)c1)N/N=C/c1ccc2c(c1)OCO2,-2.1%,0.7%,2.5%,1.7%,-1.2%,-0.8%,-4.6%,-0.6%,-8.8%
Cc1conc1NC(c1cccs1)c1ccc2cccnc2c1O (stereo not drawn),-7.4%,-2.2%,.,3.5%,12.1%,.,4.6%,0.9%,-5.1%
O=C(Nc1ccccc1)C1=C[C@H](c2ccc(C(F)(F)F)cc2)C[C@H](OCCCCO)O1,.,.,2.6%,2.9%,9.3%,3.2%,.,.,.

# 3 structures already listed, sorted by molecular weight, low to high.
SMILES,SIAH1 antagonists,XIAP antagonists,Rac1 GTP hydrolysis,RSV CPE inhibition,SV40 large T antigen,NS5 inhibitors,LYP inhibition,HIV fusion peptide,AID2073
COc1ccc(CCNC(=O)COc2ccc(C)nc2[N+](=O)[O-])cc1,-0.8%,-5.7%,3.0%,1.2%,2.8%,7.2%,-6.5%,0.2%,10.4%
O=C(CSCc1cccc(Br)c1)N/N=C/c1ccc2c(c1)OCO2,-2.1%,0.7%,2.5%,1.7%,-1.2%,-0.8%,-4.6%,-0.6%,-8.8%
O=C(Nc1ccccc1)C1=C[C@H](c2ccc(C(F)(F)F)cc2)C[C@H](OCCCCO)O1,.,.,2.6%,2.9%,9.3%,3.2%,.,.,.

# Reprinted from above, 3 compounds:
SMILES,SIAH1 antagonists,XIAP antagonists,Rac1 GTP hydrolysis,RSV CPE inhibition,SV40 large T antigen,NS5 inhibitors,LYP inhibition,HIV fusion peptide,AID2073
CCOC(=O)c1ccc(Nc2nnc(C(C)(C)C)c(=O)[nH]2)cc1,0.0%,-5.6%,-6.2%,8.3%,2.2%,-2.5%,-3.3%,0.1%,0.0%
O=C(O)/C=C\C(=O)Nc1ccccc1F,-2.0%,-1.6%,-2.9%,0.5%,-3.9%,-7.7%,-7.9%,-1.0%,2.0%
Cc1ccc(C(=O)COC(=O)c2ccc3c(c2)C(=O)N(c2cccc4ncccc24)C3=O)cc1,3.2%,-1.3%,2.9%,1.4%,3.0%,-7.1%,-0.3%,-3.0%,41.7%
